# Screening data from PubChem.
# EBNA-1 inh – blocks EBNA-1 binding to DNA; EBNA-1 DNA binding, fluorescence polarization; AID 1950; hit rate 0.34% among 300,000; inhibition, % at 14.8 µM; in the data active means inhibition above about 28%
# PAFAH1B2 inh – blocks human PAF acetylhydrolase 1b catalytic subunit 2; hit rate 1.2% among 340,000; recombinant PAFAH1B2, FP-rhodamine activity probe, fluorescence polarization; P68402; inhibition, % at 3.39 µM;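 active means inhibition above the mean of all tested compounds plus 3 SD, cut at about 24% in these data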;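 further: 0% = enzyme with DMSO and 100% = wells lacking PAFAH1B2; many of its hits are not listed in these tables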
# PAFAH1B3 FP inh – blocks human PAF acetylhydrolase 1B catalytic subunit 3; Q15102; recombinant PAFAH1B3, FP-rhodamine probe, fluorescence polarization; inhibition, % at 3.39 µM; hit rate 0.28% among 340,000; AID 492972;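 active means inhibition above the screen-wide average of all tested compounds plus 3 SD, cut at about 25% in these data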;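 further: 0% = enzyme with DMSO only and 100% = wells lacking PAFAH1B3 protein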
# ZTA counter – blocks Epstein-Barr virus ZTA, an EBNA-1 counter-screen; P03206; ZTA-DNA binding, fluorescence polarization; inhibition, % at 11 µM; hit rate 0.15% among 320,000; in the data active means inhibition above about 33%
# LYPLA1 inh – blocks human lysophospholipase 1, a PME1 counter-screen; inhibition, % at 5.9 µM; recombinant LYPLA1, FP-Rh probe fluorescence polarization; O75608; AID 2174; hit rate 0.16% among 320,000;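 active means inhibition above the mean of all tested compounds plus 3 SD, set per campaign, cut at about 14% in these data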;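 further: inhibitors block serine hydrolase probe labeling of LYPLA1 so polarization falls; 0% = enzyme with DMSO and 100% = wells lacking LYPLA1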
# Target sequence (O75608 whole entry, looked up): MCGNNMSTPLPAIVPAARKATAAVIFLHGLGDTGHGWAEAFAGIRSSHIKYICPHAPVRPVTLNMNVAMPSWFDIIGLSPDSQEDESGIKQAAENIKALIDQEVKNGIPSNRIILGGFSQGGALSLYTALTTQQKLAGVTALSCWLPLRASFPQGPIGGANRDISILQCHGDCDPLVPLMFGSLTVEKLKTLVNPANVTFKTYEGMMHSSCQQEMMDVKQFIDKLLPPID
# PREPL inhibitor – inhibitors of human prolyl oligopeptidase-like enzyme PREPL. Q4J6C6. recombinant PREPL, fluorescence polarization activity-based probe. inhibition, % at 5.96 µM. hit rate 0.68% among 320,000. AID 2751; in the data active means inhibition above about 43%;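 further: 0% = enzyme with DMSO and 100% = wells lacking enzyme; many of its hits are not listed in these tables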
# Target sequence (Q4J6C6 whole entry, looked up): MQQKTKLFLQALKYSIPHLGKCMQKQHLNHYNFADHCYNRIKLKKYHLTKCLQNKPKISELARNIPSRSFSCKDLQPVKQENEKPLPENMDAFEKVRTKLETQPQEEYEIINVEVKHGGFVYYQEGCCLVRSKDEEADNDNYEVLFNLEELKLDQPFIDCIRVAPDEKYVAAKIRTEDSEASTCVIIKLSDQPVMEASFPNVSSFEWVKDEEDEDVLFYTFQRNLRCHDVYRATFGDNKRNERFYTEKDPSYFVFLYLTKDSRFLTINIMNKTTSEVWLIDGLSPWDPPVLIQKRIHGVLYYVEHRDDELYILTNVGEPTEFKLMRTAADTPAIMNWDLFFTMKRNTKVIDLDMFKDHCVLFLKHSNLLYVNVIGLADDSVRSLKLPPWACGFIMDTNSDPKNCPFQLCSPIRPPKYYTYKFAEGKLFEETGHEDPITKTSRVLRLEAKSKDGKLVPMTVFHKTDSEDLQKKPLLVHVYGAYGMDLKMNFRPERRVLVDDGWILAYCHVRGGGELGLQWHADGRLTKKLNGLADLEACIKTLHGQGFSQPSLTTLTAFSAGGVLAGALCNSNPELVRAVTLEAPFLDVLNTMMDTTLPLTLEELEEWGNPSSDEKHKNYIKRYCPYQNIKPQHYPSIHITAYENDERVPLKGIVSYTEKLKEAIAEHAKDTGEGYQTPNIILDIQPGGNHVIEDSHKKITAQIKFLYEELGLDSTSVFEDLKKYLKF
# pPAFAH FP inh – inhibitors of human plasma PAF acetylhydrolase (pPAFAH); recombinant pPAFAH, FP-rhodamine probe fluorescence polarization; inhibition, % at 3.39 µM; hit rate 1.5% among 330,000; AID 463082;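 active means inhibition above the mean inhibition across the screen plus 3 SD, cut at about 25% in these data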;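 further: inhibitors block binding of the rhodamine activity-based probe so polarization drops; 0% = enzyme with DMSO and 100% = wells lacking pPAFAH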
# LYPLA2 counter – LYPLA2 (human) inhibition in PME1 counter-screen | O95372 | recombinant LYPLA2, FP-Rh probe fluorescence polarization | inhibition, % at 5.9 µM | hit rate 0.38% among 320,000;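 active means inhibition above the screen-wide mean plus 3 SD, limit set per campaign, cut at about 26% in these data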;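 further: 0% = LYPLA2 with DMSO and 100% = wells lacking LYPLA2 enzyme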
# PAFAH2 inh – PAFAH2 (human) inhibition; recombinant PAFAH2, FP-rhodamine activity probe, fluorescence polarization; hit rate 0.99% among 340,000; inhibition, % at 3.39 µM; AID 492956;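 active means inhibition above the mean over all tested compounds plus 3 SD, cut at about 30% in these data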;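 further: inhibitors block probe labeling of enzyme so polarization drops; 0% = enzyme with DMSO and 100% = wells lacking PAFAH2 protein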
# Active calls of the source: *; . = not tested or not shown.
SMILES,EBNA-1 inh,PAFAH1B2 inh,PAFAH1B3 FP inh,ZTA counter,LYPLA1 inh,PREPL inhibitor,pPAFAH FP inh,LYPLA2 counter,PAFAH2 inh
C=CCn1nc2ccccc2c1OCCO,2.3,0.9,4.9,-8.0,1.0,-4.8,4.7,-1.6,-2.6
COc1ccc(Br)cc1C(=O)Nc1cccc(C)c1,-4.7,0.8,-0.2,6.7,-4.0,14.6,0.9,7.8,4.9
CCn1c(-c2nn(-c3ccc(C)cc3)ccc2=O)n[nH]c1=S,-14.5,1.3,-5.2,-4.7,0.9,-0.1,0.8,-2.9,0.8
C/C(=C\c1ccccc1)CN1CCC(C(=O)N2CCC(C)CC2)CC1,-6.8,3.1,-4.9,-13.4,1.4,26.9,-2.5,6.4,-2.3
O=C(Nc1sc2c(c1C(=O)O)CCCC2)c1ccccc1Cl,4.8,4.0,5.6,12.0,3.5,-9.3,6.2,1.3,12.3
CC(=O)N1CCN(Cc2nc3cc(NC(=O)C4CCCCC4)ccc3n2C)CC1,-4.7,-2.2,2.3,-15.0,3.7,22.9,1.4,5.3,-0.9
O=C(Nc1cccc(S(=O)(=O)Nc2ccccc2F)c1)c1ccco1,.,5.5,8.9,.,.,0.6,3.9,.,-3.5
COc1ccc(/C=N/n2cnnc2SCCO)cc1OC,9.3,7.5,1.4,7.0,1.9,2.6,-0.8,5.0,15.5
CCOC(=O)c1ccc(CNC(=O)Cn2nnc(-c3ccc(C)cc3)n2)o1,5.0,6.0,8.2,-12.8,-1.2,-6.1,-2.4,-1.4,-9.8
N/C(=C/C(=O)c1ccccc1O)C(F)(F)F,2.9,4.0,3.7,-10.1,-2.5,-4.4,3.4,5.6,-1.5
O=c1cnnc(N/N=C/c2ccccn2)[nH]1,-6.8,1.2,10.0,-22.6,4.0,7.6,-4.4,3.8,0.2
COc1ccc(OCc2n[nH]c(=S)n2Cc2ccco2)cc1,-6.5,0.2,-3.7,-11.4,2.2,-7.2,9.3,1.1,-4.3
C=CCC(c1ccccc1)N(C(C)=O)c1ccco1 (centres undefined),-3.9,8.6,10.7,8.7,-1.4,0.2,-0.7,-4.4,0.9
Cc1cc2cc(C)c(SCC(=O)NCc3ccco3)nc2cc1C,6.3,3.5,4.9,11.4,-1.1,-14.9,9.8,-0.2,-2.2
Cc1ccc(-c2nnn(CC(=O)N(c3cnc4ccccc4c3)C(C(=O)NC3CCCC3)c3ccncc3)n2)o1 (centres undefined),5.1,-1.7,0.4,-2.2,-5.7,6.3,1.6,-6.0,-9.4
O=c1c2ccccc2ncn1CCOc1ccccc1[N+](=O)[O-],-8.0,2.6,8.2,-8.5,2.4,8.0,-0.1,2.2,-0.8
CCOc1ccc(-n2c(SCC)nc3c(c2=O)SCC3)cc1,4.0,4.5,-1.9,-5.4,3.5,11.2,0.8,3.5,1.8
CCOc1ccc(CN(C(=O)c2oc3ccccc3c2C)C2CCS(=O)(=O)C2)cc1 (centres undefined),-2.2,-2.8,4.0,-2.7,-1.9,-20.0,-5.9,2.9,6.0
NC(=O)CC(NC(=O)Cc1ccc(Br)cc1)c1ccc(NC2CCN(Cc3ccccc3)CC2)c([N+](=O)[O-])c1 (centres undefined),-1.2,6.9,10.6,-11.6,-1.2,1.7,12.3,-3.8,-2.6
O=C(c1cn(-c2ccccc2)nc1-c1ccc(F)cc1)N1CCCCC1,-0.3,7.5,8.3,-15.0,2.8,2.7,-3.5,0.3,0.0
Cc1cccc2c(C(=O)N3CCN(C(=O)c4ccco4)CC3)cc(-c3cccc(Br)c3)nc12,-2.2,-5.2,-0.6,-8.1,-4.1,-1.7,7.7,-1.5,-3.2
O=C(Cn1cc2c(n1)CCCC2)NCCCN1CCN(c2ccccc2F)CC1,-0.2,-1.9,8.1,-2.4,1.2,23.6,4.1,-3.9,-1.6
COc1ccc(S(=O)(=O)Nc2ccccn2)cc1,-22.1,0.4,6.0,-19.3,2.5,-1.9,2.1,1.5,4.4
COc1ccc(Nc2cc3n(c(=O)n2)CCc2cc(OC)c(OC)cc2-3)c(C)c1,4.8,0.2,0.5,-8.3,6.1,16.1,1.6,5.9,8.3
CC1=C(C)CC(C(=O)NCc2c(F)cccc2Cl)C(C(=O)O)C1 (centres undefined),-0.4,0.2,2.9,0.5,1.6,7.0,8.8,-1.3,3.0
CCn1cc(C(=O)N[C@H](C(=O)NCCCOC)C(C)C)c(=O)c2cc3c(cc21)OCO3,-1.2,2.4,3.0,-11.8,-1.9,-8.6,-2.3,0.2,-7.3
CC(=O)Nc1ccc(NC(=O)c2ccccc2N(C)S(=O)(=O)c2ccccc2)cc1,-11.6,4.9,0.5,-4.2,-0.1,9.3,-4.0,-3.4,-6.1
COc1ccc(-n2nc3c(c2NC(=O)c2ccc(S(=O)(=O)N4CCOCC4)cc2)CS(=O)C3)cc1 (centres undefined),0.9,1.6,-0.9,2.2,1.4,-2.7,-0.1,6.8,-1.8
COC(=O)c1ccc(Nc2ncnc3sccc23)cc1,-5.3,-2.5,10.9,9.3,-9.1,-2.5,3.8,1.1,-1.4
CCN(CC(=O)NCc1cccs1)C(=O)CCOc1ccccc1C,5.8,-3.8,1.6,2.7,2.6,-15.3,1.9,6.2,-7.5
COCc1cc(CN2CCCC(C(=O)Nc3cccc(-n4cnnn4)c3)C2)ccc1OC (centres undefined),2.7,-2.0,3.1,-13.4,-6.0,-9.3,-3.7,0.5,1.0
Cc1cccc(C)c1NC(=S)NC(=O)CCc1ccccc1,1.1,-5.5,-1.5,5.0,-1.8,-1.7,3.0,-4.1,3.1
Nc1nc(Cl)c(C=O)c(N2CCCCC2)n1,-1.6,7.6,1.4,-16.1,3.9,22.0,-2.1,3.4,0.4
CCOC(=O)c1c(-c2ccc(C)cc2)csc1NC(=O)c1cccc(N2C(=O)CCC2=O)c1,-8.8,2.1,5.0,-3.3,-0.1,8.1,2.5,6.0,2.3
COC(=O)c1nnn(-c2nc(N3CCOCC3)nc(N3CCOCC3)n2)c1C,6.4,-2.5,1.7,7.1,4.4,-4.2,9.0,5.3,1.2
Cn1c(=O)cc2c3c(c(N4CCCCC4)ccc31)C(=O)c1ccccc1-2,-3.7,.,.,-4.4,27.7*,54.9*,54.5*,38.0*,.
CCCC(NC(=O)c1ccco1)c1nc2ccccc2[nH]1 (centres undefined),-0.2,-1.8,-2.6,-16.6,-2.4,10.3,9.1,7.0,-1.1
COc1ccc(C2/C=C\CN(C(=O)CC(C)(C)C)CC(=O)N2Cc2ccc(F)cc2)cc1 (centres undefined),-6.3,0.2,-1.0,-14.7,-3.8,12.1,3.0,-3.4,7.1
CCc1cc[n+](C2=C([O-])c3ccccc3C(=O)/C2=N\S(=O)(=O)c2cccs2)cc1,-1.1,2.2,40.6*,-5.0,-3.9,37.9,19.4,2.1,23.1
CCCCCCCC(=O)OC(CN1CCCCCC1)CN1CCCC1=O (centres undefined),4.5,0.4,-3.8,1.6,-0.4,3.4,-5.6,-1.8,0.6

# Complete entries from above. Values in the order: EBNA-1 inh	PAFAH1B2 inh	PAFAH1B3 FP inh	ZTA counter	LYPLA1 inh	PREPL inhibitor	pPAFAH FP inh	LYPLA2 counter	PAFAH2 inh
# Listed for `CCc1cc[n+](C2=C([O-])c3ccccc3C(=O)/C2=N\S(=O)(=O)c2cccs2)cc1` = -1.1	2.2	40.6*	-5.0	-3.9	37.9	19.4	2.1	23.1
# Listed for `CCCCCCCC(=O)OC(CN1CCCCCC1)CN1CCCC1=O` (centres undefined) = 4.5	0.4	-3.8	1.6	-0.4	3.4	-5.6	-1.8	0.6

# More records follow.
SMILES,EBNA-1 inh,PAFAH1B2 inh,PAFAH1B3 FP inh,ZTA counter,LYPLA1 inh,PREPL inhibitor,pPAFAH FP inh,LYPLA2 counter,PAFAH2 inh
CCOC(=O)[C@H]1[C@H]2COc3ccc(OC)cc3[C@@H]2N2C(=O)CN(Cc3ccc(Cl)cc3)C(=O)[C@@]12C,.,3.0,0.8,-0.2,-0.8,7.5,-3.5,0.1,3.9
CCCn1c(C)cc(C(=O)CN2C(=O)c3cccc(N)c3C2=O)c1C,-7.2,3.8,4.7,-4.5,-8.6,-2.1,-5.8,-4.0,8.2
CCOC(=O)c1cnc2ccc(OCC)cc2c1NCCCN1CCOCC1,-8.7,-0.4,5.8,-12.8,0.6,42.5,8.0,3.9,-8.7
O=C(O)/C=C\C(=O)N1CCc2ccccc21,-2.5,0.3,6.9,-4.7,-0.6,11.4,10.2,1.5,-2.0
O=C(CSc1nnc(-c2cccnc2)n1Cc1ccccc1)NCc1ccccc1,-4.1,-1.6,4.0,1.9,2.1,2.9,5.8,-1.9,-7.6
CCOC(=O)Cn1nc(C)cc1NC(=O)c1cc(OC)c(OC)c(OC)c1,-3.7,3.0,8.3,0.5,0.7,-0.3,0.2,-5.1,0.1
COc1ccccc1NC(=O)Nc1ccccc1C#N,-3.7,3.8,-1.5,-9.1,1.3,-0.3,7.0,7.6,-2.2
Cc1[nH]c2ccccc2c1-c1csc(NC(=O)CSCCO)n1,-21.3,-3.1,5.4,-12.5,2.0,18.9,16.4,-0.2,5.2
Cc1ccc(Cl)c2c1NC(=O)C2(O)CC(=O)c1ccc(Br)cc1 (centres undefined),-0.4,1.6,5.4,-12.2,-0.4,-5.9,5.6,0.9,2.0
Cc1cc(C)c2nc(-n3nc(C)cc3N)cc(C)c2c1,8.3,5.0,3.4,-14.9,3.5,14.0,7.1,-0.9,4.6

# Just PREPL inhibitor (4 entries from above):
smiles | PREPL inhibitor
CCOC(=O)Cn1nc(C)cc1NC(=O)c1cc(OC)c(OC)c(OC)c1 | -0.3
Cc1cc(C)c2nc(-n3nc(C)cc3N)cc(C)c2c1 | 14.0
CCOC(=O)[C@H]1[C@H]2COc3ccc(OC)cc3[C@@H]2N2C(=O)CN(Cc3ccc(Cl)cc3)C(=O)[C@@]12C | 7.5
CCCn1c(C)cc(C(=O)CN2C(=O)c3cccc(N)c3C2=O)c1C | -2.1

# (continued)
SMILES,EBNA-1 inh,PAFAH1B2 inh,PAFAH1B3 FP inh,ZTA counter,LYPLA1 inh,PREPL inhibitor,pPAFAH FP inh,LYPLA2 counter,PAFAH2 inh
O=C1C(NS(=O)(=O)c2cccs2)=C(N2CCN(Cc3ccccc3)CC2)C(=O)c2ccccc21,-6.4,14.4,10.1,-4.2,7.7,13.3,7.6,9.9,0.8
CC(=NCC1CCCO1)c1c(O)[nH]c(=O)[nH]c1=O (centres undefined),3.7,-4.4,5.7,-0.1,-1.3,5.3,4.1,9.9,8.0
O=c1[nH]c(N/N=C\c2ccc(F)cc2)nc2ccccc12,-4.7,2.9,-0.6,6.1,-3.3,13.6,3.3,0.8,4.2
CC1=C(C(=O)OC(C)C)C(c2cncc(-c3ccc(F)cc3)c2)C(C#N)=C(N)O1 (centres undefined),6.3,-4.3,-1.1,2.8,-1.8,6.5,1.5,-0.6,-5.6
CC(C)CCNC(=O)C1CC(c2ccccc2[N+](=O)[O-])=NO1 (centres undefined),1.1,1.8,4.9,14.6,2.1,4.1,8.1,2.4,0.3
O=C(NC(=S)N1CCN(c2ccccc2)CC1)c1ccccc1,-2.3,5.1,-1.0,3.2,-3.1,-10.2,0.1,-1.2,-7.0
CCOc1cc(/C=N/NC(=O)c2ccc(CN3CCOCC3)cc2)ccc1OC,-12.5,4.2,-2.0,-22.2,-3.3,0.1,0.9,1.8,1.0
COc1cc2oc(=O)cc(-c3ccc(-c4ccc(F)c(Cl)c4)cc3)c2c(OC)c1OC,.,-0.5,4.5,.,.,.,5.0,.,1.2
Cc1nn(C)cc1CNC(=O)c1cccc(F)c1,7.2,0.8,0.8,6.7,-1.1,0.5,5.0,3.1,0.5
Cc1ccc(C2C(C#N)=C(N)Oc3n[nH]c(-c4cccs4)c32)cc1 (centres undefined),8.9,9.2,4.2,-6.2,0.3,-2.9,3.6,2.6,11.8
CN1CCN2c3ncccc3Cc3ccccc3[C@@H]2C1,6.8,4.9,6.9,0.9,-2.1,14.1,-0.9,9.2,-4.5

# These rows are one share of the data (hit frequency here may not be typical).
